12-LOX inh: Primary qHTS assay for inhibitors of human arachidonate 12S-lipoxygenase (ALOX12): Round 2 | Potency, µM (titrated, usually from 108 µM), for the others: at the highest dose activity change, negative = inhibition, hits mostly inhibitors | AID 1671190, 2021 | 580,000 compounds, 1.1% hits | purified 12hLO, xylenol orange hydroperoxide absorbance | Polyunsaturated fatty acid lipoxygenase ALOX12 (Homo sapiens), P18054; active = well fitted inhibition curve with a large enough effect; inconclusive = small, poorly fitted or top-dose-only effect, or another doubt; inactive = no such curve, though single readings can be large or run the other way
Target sequence (P18054 whole entry, looked up): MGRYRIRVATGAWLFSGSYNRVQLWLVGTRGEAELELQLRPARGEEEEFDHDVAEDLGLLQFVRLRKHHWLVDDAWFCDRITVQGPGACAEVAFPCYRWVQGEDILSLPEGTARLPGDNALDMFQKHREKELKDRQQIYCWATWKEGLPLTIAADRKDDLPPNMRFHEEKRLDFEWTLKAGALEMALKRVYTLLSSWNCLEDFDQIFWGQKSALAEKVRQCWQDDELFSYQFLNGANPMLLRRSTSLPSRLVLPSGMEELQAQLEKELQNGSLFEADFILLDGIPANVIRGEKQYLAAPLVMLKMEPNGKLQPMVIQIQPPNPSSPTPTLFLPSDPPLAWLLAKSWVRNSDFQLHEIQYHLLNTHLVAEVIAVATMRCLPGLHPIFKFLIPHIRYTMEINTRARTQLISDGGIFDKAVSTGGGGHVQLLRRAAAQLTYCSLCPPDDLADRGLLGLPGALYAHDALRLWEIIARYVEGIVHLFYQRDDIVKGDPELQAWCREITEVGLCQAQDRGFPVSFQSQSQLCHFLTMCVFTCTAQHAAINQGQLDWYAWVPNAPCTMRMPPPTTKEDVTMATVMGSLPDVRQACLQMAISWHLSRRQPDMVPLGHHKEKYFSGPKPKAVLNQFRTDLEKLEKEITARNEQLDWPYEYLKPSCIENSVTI
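Hydroperoxide product was detected by ferrous iron/xylenol orange as the 573 to 405 nm absorbance ratio. Arachidonic acid at 40 uM (final) was turned over for 30 min at room temperature by 150 nM human 12hLO, pH 7.0 Hepes buffer, after 15 min compound preincubation.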
Numbers without * were called inactive; ? = inconclusive; [ ] = another dose, or the depositor's remark. % is scaled to controls: 0 for no effect and ±100 for the full control effect; potency is read from the fitted curve at half-maximal effect. An excerpt; the hit share may differ from the screen's.

canonical_smiles | 12-LOX inh
Cc1ccc(C(=O)NCc2nc(-c3ccccc3)no2)cc1N1CCNC1=O | 25.3%
O=C1c2ccccc2NC(c2cccc(Br)c2)N1CCCN1CCOCC1 (stereo not drawn) | 26.8%
O=C1OC[C@@H]2CCN(Cc3ccc(Cl)cc3)Cc3ccc(F)cc3N12 | ?
COc1ccc(NC(=O)Cn2c(N(C)Cc3ccccc3)nc(C)cc2=O)cc1 | 2.0%
O=C(CCc1c[nH]c2ccccc12)N1CCC(Oc2ncccc2C(=O)N2CCCCC2)C1 (stereo not drawn) | 38.9%[activator]
O=C1Nc2ccccc2CC12CN([S+](=O)([O-])c1ccccc1)C2 | 4.0%[6.33 µM]
COC(=O)C1=C(c2ccccc2)c2cc(Cl)ccc2S(=O)(=O)N1CC(=O)Nc1cccc(C)c1 | -62.1%
N#Cc1ccc(-c2ccc(OC(=O)CCC(=O)c3cccs3)cc2)cc1 | ?
c1ccc(-c2noc(-c3nc(-c4ccccn4)no3)n2)cc1 | 11.1%
COc1ccc(-c2nc(-c3ccc(S(=O)(=O)N4CCCC4)cc3)cs2)cc1 | 8.9%
Clc1ccc(-c2cnc([C@@H]3COCCN3C3CCCCC3)[nH]2)cc1 | -8.9%[176 µM]
Cc1ccc(NC(=O)c2cc(=O)c3cc(C)cc(C)c3o2)c(C)c1 | -4.2%
O=C(CN1CCCn2nc(CO)cc2C1)NCCc1ccccc1 | 27.6%
COC(=O)c1ccc(COC(=O)C2=CN(C)S(=O)(=O)N=C2C)o1 | 9.8%
COCCC1(C(=O)O)CCCN(CCCn2ccnc2C)C1 (stereo not drawn) | 27.4%
CCNC(=O)N(C1CC1)C1CCOC2(CCN(C(=O)CCc3ccccc3)CC2)C1 (stereo not drawn) | 40.2%[activator]
C=CCOC(=O)C1=C(C)N(Cc2ccc(F)c(F)c2)C(=O)CC1c1ccccc1Cl (stereo not drawn) | 30.2%
CCCc1nc2c(-c3ccc(F)cc3)c(C)[nH]n2c(=O)c1Cl | ?
O=C1CCN(Cc2ccncc2)CCCC(C(=O)N2CCc3ccccc32)CCN1 (stereo not drawn) | 2.8%
CCCCNC(=O)CC(c1ccccc1)c1ccccc1 | -64.9%
CCOC(=O)C1CCN(C(=O)Cc2ccc(N(Cc3ccccc3)C(=O)c3ccco3)cc2)CC1 | -7.0%
CN(C(=O)Nc1ccc(Cl)cc1)C(c1ccc(Cl)cc1)c1nccn1C (stereo not drawn) | -29.9%
O=C1CCC2(CNC(=O)c3ccncc3)CCCC=C2N1 (stereo not drawn) | 16.0%
COC(=O)c1c(C)[nH]c(C(=O)N2CCCC2c2ccc3c(c2)OCCO3)c1C (stereo not drawn) | -21.7%
CC(C)Oc1cccc(-c2nc(C(=O)NCc3ccccc3)cs2)c1 | 15.5%
Cc1cccnc1NC(=O)C1CC(=O)N(Cc2ccco2)C1 (stereo not drawn) | -4.0%
Cc1ccccc1-n1cc(CN(C)Cc2nc(-c3ccc(C(F)(F)F)cc3)no2)cn1 | 42.1%[activator]
N#Cc1cc2c(nc1N1CCN(C(C(=O)O)c3c[nH]c4ccc(Cl)cc34)CC1)CCCC2 (stereo not drawn) | -2.0%
O=C(N/N=C/C(Cl)=C/c1ccccc1)c1cccs1 | -8.0%
CCc1ccc(C(=O)N2CCN(c3cc(-c4ccc(F)cc4)[nH]n3)CC2)cc1 | 27.6%
CCn1cc(S(=O)(=O)N2CCCCCCN(C)C(=O)CC2)cn1 | 23.4%
COCCNc1ncc(C(=O)O)c(C)n1 | 22.5%
COc1ccc(CCNC(=O)CN2C(=O)NC3(CCC(C)CC3)C2=O)cc1OC (stereo not drawn) | 2.7%
O=C(NCc1ccsc1)c1nc(-c2ccc(Cl)cc2)c2cnccn12 | -1.5%
CC(C)CCN1CCC2(CC1)COc1ccccc1NC2=O | 51.2%[activator][176 µM]
O=C1CCCC2=C1C(c1ccc(Cl)cc1Cl)C1=C(CCCC1=O)O2 | 1.7%
COc1cc(OC)cc(C(=O)N2CCN(c3cc(-c4cccs4)[nH]n3)CC2)c1 | -10.9%
COc1ccc(-c2csc(N)c2C#N)cc1 | ?
CCOC(=O)c1sc(NC(=O)c2cccc(S(=O)(=O)N3CCOCC3)c2)cc1C | ?
CNC(=O)[C@@H]1C[C@H](Oc2ccccc2)CN1C(=O)c1ccc2ncccc2c1 | 15.5%
Cc1cnc(CNc2nc(-c3ccc(N(C)C)cc3)nc3ccccc23)cn1 | -10.8%
Cc1[nH]c2ccccc2c1C1c2ccccc2C(=O)N1CC(N)=O (stereo not drawn) | -9.8%
Cc1nc2cc(NC(=O)C3CC(=O)N(CC4CC4)C3)ccc2o1 (stereo not drawn) | 0.2%
O=C1CCN(C(=O)Cc2cccnc2)CCCC(c2nc(-c3cccnc3)no2)CCN1 (stereo not drawn) | 11.4%
COCCN1C(=O)CCc2cc(NC(=O)c3ccc(F)cc3)ccc21 | -15.1%
COC(=O)c1sc(NC(=O)C2c3ccccc3Oc3ccccc32)c(C#N)c1C | 0.6%
Cc1cc(C)n(C(C)C(=O)N2CCn3nc(Cc4ccccc4)cc3C2)n1 (stereo not drawn) | 12.6%
O=C(CCCN1C(=O)COc2ccc(C(=O)COc3cccc(Cl)c3)cc21)NCC1CC1 | 63.0%[activator]
CCOC(=O)C1=C(COC(=O)c2oc3c(F)cccc3c2C)NC(=O)NC1C (stereo not drawn) | ?
COc1ccccc1-c1nc(C(=O)NCCc2ccc(Cl)cc2)n2ccccc12 | 37.0%[activator]
COC(=O)[C@@H]1CCCN1C(=O)c1c(OC)cc(=O)n2c1CCN(Cc1ccc3c(c1)OCCO3)CC2 | 2.2%
CCCCNC(=O)CN1CCN(C(=O)c2cc(-c3cccs3)nc3ccccc23)CC1 | -25.1%
CCC(C)c1ccc(-c2nc3ccccc3c(C(=O)O)c2C)cc1 (stereo not drawn) | -11.2%
COc1ccc(-c2nc3c(c(SCC(=O)Nc4ccccc4)n2)COC(C)(C)C3)cc1 | -6.4%
O=C(NCc1cccc(Cl)c1)N1CC=C(c2ccc(F)cc2)CC1 | -102.4%
CCOC(=O)c1cnc2c3c(noc13)CCC2 | 11.0%
CC(C)C(NC(=O)c1ccccc1)c1nnc(SCC(=O)c2ccc(F)cc2)n1C (stereo not drawn) | 0.2%
Cc1cccc(C(=O)Nc2ccc(S(=O)(=O)Nc3cnc4ccccc4n3)cc2)c1 | ?
COc1ccccc1-c1nnc2ccc(Oc3cccc(NC(C)=O)c3)nn12 | -4.6%
O=C(CCN1CCCCO1)N1CCCC(CCc2ccc(F)c(F)c2)C1 (stereo not drawn) | 18.2%

(more compounds)
canonical_smiles | 12-LOX inh
O=C(CCn1cnc2sc3c(c2c1=O)CCCC3)NCc1cccc(CN2CCCCCC2)c1 | -13.2%
c1cncc(-c2cc(-c3ccc4cn[nH]c4c3)cn3cncc23)c1 | 26.7%[176 µM]
O=C(COc1c(Cl)cccc1Cl)Nc1cccc2cccnc12 | 38.8%
CCOCCn1nc(C)cc1C(=O)N1CCC2(CC1)[C@H](O)C[C@@H]2OCC | -5.4%
COc1ccc(S(N)(=O)=O)cc1C(=O)N1CCc2c(nc[nH]c2=O)C1 | 68.2%[activator]
CCCCn1c(=O)n(CC(O)COc2cc(C)ccc2C)c(=O)c2c1ncn2C1CCCC1 (stereo not drawn) | 57.9%
CN(C)C1(c2nnnn2-c2cccc(C(F)(F)F)c2)CCCC1 | 3.3%
CC(C)(C)C(=O)Nc1cnc(-c2cccnc2)nc1 | 38.4%[activator]
Cn1c(=O)c2c(ncn2CC(O)c2ccccc2)n(C)c1=O (stereo not drawn) | 1.4%
O=C(Cc1cccc(F)c1)Nc1c(NC2CCCCC2)c2ccccc2oc1=O | -2.5%
C=CCOc1cccc(NC(=O)c2ccncc2)c1 | 29.8%
CCONC(=O)C(Cc1ccccc1)NC(=O)OCc1ccccc1 (stereo not drawn) | 0.1%
Cc1cccc(OCc2nn3c(CN4CCOCC4)nnc3s2)c1 | -6.4%
COc1cc(NC(=O)C2Cn3cccc3C(=O)N2)cc(OC)c1 (stereo not drawn) | 6.1%
O=C(NC1CCCCC1)[C@H]1O[C@H](CCN2CCN(Cc3ccccc3)CC2)CC[C@@H]1O | 14.0%[176 µM]
O=C(NC1CCN(c2cc(-c3ccc(F)cc3)[nH]n2)C1)c1ccc(F)c(F)c1 (stereo not drawn) | 37.6%[activator]
Cc1cc2ccccn2c1C(=O)c1ccc(-c2ccccc2)cc1 | -0.1%
COC[C@@H]1CN(C(=O)c2ccc(F)c(Cl)c2)C[C@H]1c1ccncc1 | 42.2%
COc1ccccc1-c1ccc2ncc(Nc3ccc(C(N)=O)cc3)n2n1 | -3.0%[176 µM]
CN(C1CCc2nn(C)c(=O)n2CC1)S(=O)(=O)c1cccc2cccnc12 (stereo not drawn) | 14.8%
Cc1ccc2c(c1)Oc1cc(Cl)c(S(=O)(=O)N(C)Cc3ccccc3)cc1C(=O)N2 | -12.9%
CC(C)CCN1CCC(N2CCN(C(=O)c3ccsc3)CC2)C1=O (stereo not drawn) | 17.4%
CN(C)c1ccc(-c2nc(Nc3ccncc3)c3ccccc3n2)cc1 | ?
N#Cc1cccc(NC(=S)NCc2ccccc2)c1 | ?
O=C(/C=C/N1CCC(CCCC2CCN(/C=C/C(=O)C(F)(F)F)CC2)CC1)C(F)(F)F | -34.5%
O=C(NCc1ccc(-n2cncn2)cc1)C1NCCc2[nH]cnc21 (stereo not drawn) | 59.5%[activator]
N#Cc1ccc(CN2CC[C@@H]3OCC(=O)N(CCc4cccnc4)[C@H]3CC2)cc1 | 22.2%[176 µM]
Cc1ccc(NC(=O)C2(N(C)C(=O)Cc3nc(N)n[nH]3)CCCCC2)cc1 | 50.6%[activator]
CC(Oc1cccc(Cl)c1)c1nc(-c2ccncc2)no1 (stereo not drawn) | -7.0%
COc1cccc(NC(=O)C(C)Nc2ccc3oc(C)nc3c2)c1 (stereo not drawn) | -24.1%
Cc1sc2nc(C(C)Sc3nnnn3C3CCCC3)[nH]c(=O)c2c1C (stereo not drawn) | ?
Cn1cc(C(=O)NCCNC(=O)C2CCCCC2)c2ccccc21 | 3.1%
O=C1NCCCCCCN(Cc2ccncc2)[C@@H]2CN(C(=O)c3cccnc3)CC[C@@H]12 | 77.4%[activator]
COC(=O)c1cc2c(c3c4cc(C)ccc4n(S(=O)(=O)c4ccc(OC)cc4)c13)C(=O)N(Cc1ccccc1)C2 | -26.9%
CCCn1cc(C(=O)n2nc(C)cc2C)c(S(=O)(=O)N2CCN(c3ccc(Cl)cc3)CC2)n1 | 3.2%
O=C(NC1CCCc2ccccc21)c1csc2ccccc12 (stereo not drawn) | -17.6%
COc1ccccc1C(=O)N1C[C@@H](F)C[C@H]1C(=O)N1CCOCC1 | -2.0%
CCCCNC(=O)c1ccc2c(c1)N(C(=O)c1ccc(OC)cc1)CC2 | 67.6%[activator]
CN(C)C(=O)C1CN(C(=O)Nc2cc(F)c(F)c(F)c2)CC12CCOCC2 (stereo not drawn) | 8.1%
CN1Cc2cccn2CC1CNC(=O)c1ccccc1F (stereo not drawn) | 118.4%[activator]
CC1=CCC2C(C)(C)CCCC2(C)C1CC/C(C)=C\CC/C(C)=N/NC(N)=O (stereo not drawn) | ?
CC(C)(C)OC(=O)N1CCC(Cn2c(=O)[nH]c3cccnc32)CC1 | 67.7%[activator][176 µM]
O=c1cc(COc2ccc(-c3ccccc3)cc2Cl)nc2sccn12 | -21.8%
COc1cccc(-c2nccc(NCc3cccc(C)c3)n2)c1 | ?
Cc1cccc(OCC2(CNC(=O)N3CCOCC3)C[C@@H](O)[C@@H](O)C2)n1 (stereo partly drawn) | ?
OCC1(CN2CCCC2)CCN(Cc2cc(F)cc(F)c2)CC1 | 17.9%
COCCOC(=O)N1CCC(Oc2cnc3c(ccn3-c3cncnc3)c2)CC1 | 23.6%[176 µM]
COc1ccccc1NC(=O)Nc1ccc2n(c1=O)C[C@H]1C[C@@H]2CN(C(=O)Cc2cccs2)C1 | 19.5%
COc1ccc(Cl)cc1S(=O)(=O)N1CCc2nn(C)c(=O)n2CC1 | 34.5%[activator]
CN(CC(=O)NC(N)=O)Cc1ccc(C(F)(F)F)cc1 | -13.2%
C#CCOc1ccc(/C=C(/C#N)c2ccc(Cl)cc2)cc1I | -5.5%
